Source: PubChem BioAssay
Apaf1 inhib: inhibitors of human Apaf-1 apoptosome, primary screen, biochemical, DEVD-Rh110 fluorescence, uHTS; Apoptotic protease-activating factor 1 (Homo sapiens), O14727; reconstituted apoptosome caspase-3 activity; inhibition, % at 20 µM; hit rate 0.71% among 330,000; AID 489030, 2010; active = inhibition of at least 40% at 20 µM;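 note: plate controls were DMSO wells for no effect and DEVD-CHO caspase inhibitor wells for full effect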
Target sequence (O14727 whole entry, looked up): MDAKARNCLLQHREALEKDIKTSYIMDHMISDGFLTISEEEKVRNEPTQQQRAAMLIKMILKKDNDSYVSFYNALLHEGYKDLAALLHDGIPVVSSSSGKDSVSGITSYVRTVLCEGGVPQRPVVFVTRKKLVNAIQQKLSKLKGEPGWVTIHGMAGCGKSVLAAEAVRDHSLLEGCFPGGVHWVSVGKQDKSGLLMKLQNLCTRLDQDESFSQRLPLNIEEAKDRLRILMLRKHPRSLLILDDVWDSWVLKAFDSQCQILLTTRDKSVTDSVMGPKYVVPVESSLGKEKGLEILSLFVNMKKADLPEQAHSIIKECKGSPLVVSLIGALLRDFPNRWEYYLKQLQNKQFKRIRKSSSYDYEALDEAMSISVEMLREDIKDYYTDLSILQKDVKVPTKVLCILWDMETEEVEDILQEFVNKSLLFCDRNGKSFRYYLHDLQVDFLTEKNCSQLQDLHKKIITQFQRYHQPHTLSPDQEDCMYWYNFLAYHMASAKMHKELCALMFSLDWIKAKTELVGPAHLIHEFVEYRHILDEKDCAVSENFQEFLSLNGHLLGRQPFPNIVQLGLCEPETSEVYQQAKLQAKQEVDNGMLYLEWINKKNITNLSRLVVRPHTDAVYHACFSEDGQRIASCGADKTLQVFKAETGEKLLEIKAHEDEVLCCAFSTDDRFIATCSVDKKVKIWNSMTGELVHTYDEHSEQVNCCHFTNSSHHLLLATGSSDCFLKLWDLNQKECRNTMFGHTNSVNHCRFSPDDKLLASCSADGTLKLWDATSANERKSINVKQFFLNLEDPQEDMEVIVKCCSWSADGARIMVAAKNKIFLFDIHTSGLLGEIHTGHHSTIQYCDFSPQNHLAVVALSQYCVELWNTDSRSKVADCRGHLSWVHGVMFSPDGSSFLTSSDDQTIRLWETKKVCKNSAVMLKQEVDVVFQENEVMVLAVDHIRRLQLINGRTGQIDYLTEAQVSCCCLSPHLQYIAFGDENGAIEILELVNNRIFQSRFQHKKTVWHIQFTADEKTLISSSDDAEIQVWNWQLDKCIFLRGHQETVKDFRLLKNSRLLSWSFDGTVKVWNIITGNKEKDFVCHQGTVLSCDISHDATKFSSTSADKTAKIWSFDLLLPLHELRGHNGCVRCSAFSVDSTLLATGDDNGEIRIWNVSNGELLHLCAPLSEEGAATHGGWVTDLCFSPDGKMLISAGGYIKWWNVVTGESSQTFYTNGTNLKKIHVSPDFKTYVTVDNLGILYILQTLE
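System: reconstituted apoptosome with Apaf-1, cytochrome c, caspase-9, procaspase-3, dATP; Signal: Rh110 fluorescence intensity; Schedule: 30 min compound preincubation, 50 min activation, room temperature; Reagent: cytochrome c trigger plus (Z-DEVD)2-Rh110 caspase-3 substrate.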
SENP1 inh: human SENP1 catalytic domain inhibitors, primary screen, biochemical, FRET, uHTS; Sentrin-specific protease 1 (Homo sapiens), Q9P0U3; recombinant SENP1 catalytic domain, CyPet-SUMO1-YPet FRET cleavage; inhibition, % at 10 µM; hit rate 0.21% among 360,000; AID 624204, 2012;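 active = inhibition at least 30% at 10 µM, raw YFP signal under a set limit, fluorescence ratio 0.5 to 1.5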;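 note: 0% = enzyme with DMSO and 100% = no enzyme wells; some results filed as inactive read as strong as hits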
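Test system: human SENP1 catalytic domain; medium: Tris pH 8 buffer plus EDTA, NaCl, BME, BSA, NP40, catalase; incubation: 50 min reaction at room temperature; technique: FRET, CFP and YFP emission; controls: no-enzyme low control and enzyme-plus-DMSO high control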
PfGluPho inh: PfG6PD enzyme inhibitors, primary screen, biochemical, fluorescence intensity, uHTS; glucose-6-phosphate dehydrogenase-6-phosphogluconolactonase (Plasmodium falciparum 3D7); PfGluPho enzyme, NADPH resazurin-diaphorase fluorescence; inhibition, % at 20 µM; hit rate 0.78% among 350,000;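 active = inhibition reaching at least a set limit at 20 µM in the primary screen, cut at about 59% in these data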;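 note: 0% = DMSO wells with substrate and 100% = DMSO wells lacking glucose-6-phosphate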
HKDC1 inhibitor: HKDC1 hexokinase inhibitors, primary screen, biochemical, fluorescence, uHTS; hit rate 0.16% among 340,000; recombinant HKDC1, G6PDH/diaphorase resazurin coupled fluorescence; inhibition, % at 20 µM; AID 493160, 2011;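 active = inhibition above about 35% when tested at 20 µM, limit read from the data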;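 note: plate controls were DMSO wells with enzyme for no effect and DMSO wells lacking enzyme for full effect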
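Material: recombinant HKDC1 hexokinase; Amount: HKDC1 at 5 µg/mL; Medium: Tris pH 8.0 buffer with MgCl2, Tween-20, BSA, BME; Schedule: 90 min reaction incubation at room temperature, dark; Technique: coupled resazurin fluorescence, excitation 525 nm, emission 613 nm.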
SENP8 block-1: SENP8 protease inhibitors, primary screen, biochemical, luminescence | AID 2540, 2010 | purified SENP8, Z-RLRGG-aminoluciferin cleavage | hit rate 1.2% among 330,000 | inhibition, % at 10 µM | Sentrin-specific protease 8 (Homo sapiens), Q96LD8; in the data active = inhibition above about 50%
SENP7 block: SENP7 protease inhibitors, primary screen, biochemical, luminescence, uHTS | Sentrin-specific protease 7 (Homo sapiens), Q9BQF6 | recombinant SENP7, Z-RLRGG-aminoluciferin luminescence, 40 min | inhibition, % at 5 µM | hit rate 1.5% among 330,000 | AID 434973, 2010;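 active = inhibition above about 50% at the single test dose, limit read from the data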;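 note: plate controls were DMSO with enzyme for no effect and no enzyme buffer wells for full effect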
SENP6 block: SENP6 protease inhibitors, primary screen, biochemical, luminescence, uHTS | Recombinant SENP6 catalytic domain, aminoluciferin luminescence | inhibition, % at 10 µM | hit rate 1.8% among 330,000 | AID 2599, 2010;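 active = inhibition above about 50% at the single tested dose, limit read from the data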;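 note: plate controls were DMSO wells with enzyme for no effect and DMSO wells lacking enzyme for full effect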
SENP8 block-2: human SENP8 protease inhibitors, primary screen, biochemical, fluorescence, Nedd8 protein substrate, uHTS | Sentrin-specific protease 8 (Homo sapiens), Q96LD8 | AID 602440, 2012 | hit rate 0.64% among 360,000 | recombinant SENP8 | inhibition, % at 20 µM; in the data active = inhibition mostly above about 40%, no sharp cut-off; inactive = mostly below about 27%
* hit, by the source's call; x = no result given. Outcome played no part in choosing rows; about 3.6% have a hit in one of these screens.

SMILES	Apaf1 inhib	SENP1 inh	PfGluPho inh	HKDC1 inhibitor	SENP8 block-1	SENP7 block	SENP6 block	SENP8 block-2
CCNC(=O)NC1(C(=O)N2CCC(Cc3ccccc3)CC2)CCCCC1	6	-1	-4	-4	-10	-5	-5	8
CC(C)c1nc(SCC(=O)Nc2ccc(N3CCOCC3)cc2)c2ccccc2n1	3	1	-6	-3	-1	1	-7	12
CCOC(=O)N1CCN(C(=O)c2ccc3c(=O)n(-c4ccc(F)cc4)c(=S)[nH]c3c2)CC1	2	1	3	-1	-1	-1	1	17
O=C(COC(=O)c1cc([N+](=O)[O-])ccc1N1CCCC1)Nc1ccccc1OC(F)F	14	-5	11	-2	-4	6	-7	16
C[C@@H]1C=CC(=O)O[C@@H]1c1ccc(Cl)cc1	1	x	-8	-2	-7	-4	-9	x
O=S(=O)(NCC1CCCO1)c1ccc2c(c1)OCCO2 (stereo not drawn)	-3	0	4	-1	5	3	-6	15
CC1CCC(C(C)C)C(OC(=O)CSc2nccc(=O)[nH]2)C1 (stereo not drawn)	0	-6	-25	-10	4	7	-1	12
O=C(CNC(=O)c1ccc(-c2ccccc2)cc1)Nc1ccc(S(=O)(=O)Nc2ncccn2)cc1	5	-1	-29	-1	3	6	-23	10
CC[C@]12c3[nH]c4ccccc4c3CCN1C(=O)C(CC(=O)NCC13CC4CC(CC(C4)C1)C3)C[C@@H]2C(=O)N1CCN(C(=O)C2CC2)CC1 (stereo partly drawn)	22	0	-2	0	-7	-8	-30	0
COc1ccc(C(CCNCc2ccc(N(C)C)cc2)C(C)C)cc1 (stereo not drawn)	20	2	10	5	0	1	-4	10
CCOC(=O)c1sc(/N=C/N(C)C)c(C(=O)OCC)c1C	3	0	-8	-11	1	-4	-12	3
CC(=O)C1=C(O)C(=O)N(c2ccc(O)cc2)C1c1ccc([N+](=O)[O-])cc1 (stereo not drawn)	-4	3	-6	-8	2	5	-8	14
Cc1ccccc1OCC(=O)N/N=C/c1cccc(Oc2ccc([N+](=O)[O-])cc2[N+](=O)[O-])c1	1	0	127*	11	3	-1	8	13
O=C(NC12CC3CC(CC(C3)C1)C2)c1cncc(Br)c1	12	1	1	-6	1	12	-12	-2
CCOc1ccc(-n2c(=O)c3sccc3n(CC(=O)NC3CCCCC3)c2=O)cc1	0	1	-14	-6	-12	-11	-63	17
COc1ccc(NC(=O)c2ccc(NC(=O)COC(=O)CC(NC(=O)c3ccccc3Cl)c3ccccc3)cc2)cc1 (stereo not drawn)	-14	1	15	-11	3	1	4	6
CC1CCC2(CC1)NC(=O)N(CC(=O)NCCc1ccc(F)cc1)C2=O (stereo not drawn)	-3	2	4	-5	-10	2	-9	-6
O=C(Nc1ccc2c(c1)OCO2)Nc1ccccn1	2	-1	13	-5	21	39	2	13
Cc1[nH]c(SCC(=O)Nc2cc(C(N)=O)cc(C(N)=O)c2)nc1Cc1ccccc1	-11	-2	26	-3	5	-3	-9	-20
Cc1noc(C)c1CSCC(=O)N(C)CC(=O)Nc1ccccc1Br	4	1	0	-4	6	4	-6	20
Nn1cnnc1SCC(=O)Nc1ccc(C2CCCCC2)cc1	2	5	-6	-3	5	8	-42	6
N#CC1=C(N)Nc2ncnn2C1c1ccc(F)cc1 (stereo not drawn)	-12	-4	1	-1	8	1	-7	-8
COc1cc(C(=S)N2CCOCC2)cc(OC)c1OC(=O)c1ccc(C)cc1	10	2	-11	-9	-4	1	7	10
O=C(NCC1COc2ccccc2O1)c1ccc(NC(=O)c2ccco2)cc1 (stereo not drawn)	1	2	9	7	-6	2	3	38
CCCc1cc(=O)[nH]c(SCC(=O)c2c(N)n(C3CC3)c(=O)[nH]c2=O)n1	-12	1	2	2	0	-1	2	11
CC(C)C(OC(=O)CN1C(=O)COc2ccccc21)C(=O)NC1CCCCC1 (stereo not drawn)	-1	3	15	-1	5	4	2	4
Cc1occc1-c1nnc(SCC(=O)N2CCOCC2)n1CC(C)C	-5	3	7	-4	2	-3	-5	29
O=C(COc1ccccc1Cl)NC(=S)Nc1ccccc1N1CCCC1	23	-22	23	7	20	10	38	-68
O=C(C1=C(O)C(=O)N(c2ncccn2)C1c1ccc(Cl)cc1)c1ccco1 (stereo not drawn)	2	28	8	1	-10	12	-6	-30
c1ccc(-c2cn3c(n2)CCC3)cc1	-2	5	-13	-4	-1	-3	2	-6
O=C(CCn1c(SCC(=O)c2ccccc2)nc2ccccc2c1=O)NCc1ccc(F)cc1	-5	2	-8	-7	-1	0	-10	14
Cc1ccc(Cl)cc1NC(=O)[C@@H]1CCC(=O)N1C1OC(=O)c2ccccc21 (stereo partly drawn)	-2	-1	6	-3	-11	-13	-6	14
COc1ccc(/C=C(\C#N)C(=O)c2c(C)[nH]c3ccccc23)cc1OC	18	-11	32	17	2	8	-3	29
COc1ccc(NC(=O)CSc2c3c(nc4ccccc24)CCC3)c(OC)c1	1	-2	21	3	-4	-2	-11	11
CCc1ccc(-n2cccc2/C=C2/C(=N)N3C(=NC2=O)SN=C3S(C)(=O)=O)cc1	12	-28	-11	10	13	-3	5	-60
CC(=O)N[C@@H](C)C(=O)OC(C)C(=O)Nc1cccc([N+](=O)[O-])c1 (stereo partly drawn)	x	1	-5	6	x	x	x	15
CCOc1ccc(NC(=O)c2c(NC(=O)CNCCN3CCOCC3)sc3c2CCC3)cc1	9	-6	40	-10	-6	-8	-7	-9
CCC(=O)c1cccc(-c2ccccc2)c1CC	x	0	-5	0	x	x	x	11
CCOC(=O)C1=CN(Cc2ccco2)S(=O)(=O)N(CC)C1c1ccc(C(F)(F)F)cc1 (stereo not drawn)	14	-2	40	11	x	11	x	-6
CCN1CCN(CC(=O)Nc2ccc(S(=O)(=O)N3C(C)CCCC3C)cc2)CC1 (stereo not drawn)	7	-3	-2	-6	-10	-3	-4	11
CCOCCOC(=O)C(C)Oc1ccc(Oc2nc(Cl)ccc2Cl)cc1 (stereo not drawn)	18	0	9	-6	-13	-5	-13	16
O=C1CSC(c2cccc(O)c2)N1Cc1ccccc1 (stereo not drawn)	-3	0	9	0	2	-4	-19	3
Cc1ccc(C)c(NC(=S)N(C2CCCCC2)C(C)c2cccnc2)c1 (stereo not drawn)	-12	-6	-19	-1	4	4	11	11
COC(=O)c1ccc(C)c(NC(=O)CN(c2ccccc2)S(=O)(=O)N(C)C)c1	2	0	0	-11	0	6	8	4
Cc1sc2nc(SCC(=O)Nc3cccc(C(=O)O)c3)[nH]c(=O)c2c1C	5	0	8	3	-8	-10	-7	0
CC(C)CCN1C(=O)c2ccc(C(=O)OCn3nnc4ccccc4c3=O)cc2C1=O	16	6	5	3	-4	3	-11	7
COc1ccc(CN2CCNC(=O)C2CC(=O)NCCc2nc(C)c(C)s2)c(OC)c1 (stereo not drawn)	-12	-7	-6	-4	-3	5	-23	-13
O=C(NCCC1=CCCCC1)c1ccc(F)c(S(=O)(=O)N2CCOCC2)c1	4	1	-15	-5	0	3	8	29
CCOc1ncccc1C(=O)N(C)CC(=O)Nc1ccccc1SC	-17	0	-17	19	6	7	5	28
O=C1C2CC=C(Cl)CC2C(=O)N1c1ncn[nH]1 (stereo not drawn)	-10	-3	-5	-3	-5	0	-6	13
Additional results
SMILES	Apaf1 inhib	SENP1 inh	PfGluPho inh	HKDC1 inhibitor	SENP8 block-1	SENP7 block	SENP6 block	SENP8 block-2
O=C(NCCCNC(=O)c1ccco1)c1ccc(Cl)cc1	4	0	-6	4	0	2	-12	10
CCc1nnc(NC(=O)CSc2ccc(-c3ccc(C)cc3)nn2)s1	-1	0	6	-3	-2	5	0	2
COc1cccc(CNC(=O)CCC2CCCN(C(=O)CCC(F)(F)F)C2)c1 (stereo not drawn)	0	0	-10	-3	0	-4	-8	12
Clc1ccc(-c2csc(NNC3=NCCCCC3)n2)cc1	20	1	45	-3	3	6	7	25
CN(C)S(=O)(=O)Oc1ccsc1C(=O)Nc1ccc(Cl)c(Cl)c1	16	1	29	-1	-10	-1	-17	9
O=C(COc1ccccc1)N1CCN(c2ccc([N+](=O)[O-])c(N3CCCCC3)c2)CC1	-6	3	16	17	-2	-2	-10	20
Nc1nc(C(F)(F)F)cc(=O)n1N	-2	3	14	-12	2	3	-34	15
O=C(CN1C(=O)C2C3C=CC(C3)C2C1=O)N1CC(=O)N(CCc2ccccc2)C(=O)C1 (stereo not drawn)	-5	1	-7	-2	-5	7	-12	6
Cc1ccc2nc(-c3cccc(Br)c3)cc(C(=O)Nn3cnnc3)c2c1	9	3	59*	2	-6	0	-5	-8
O=C(Nc1ccc(Cl)c(S(=O)(=O)N2CCOCC2)c1)c1ccccc1-c1ccc(C(F)(F)F)cc1	18	-3	19	-3	6	7	-6	38

Four records picked at random from those above:
SMILES	Apaf1 inhib	SENP1 inh	PfGluPho inh	HKDC1 inhibitor	SENP8 block-1	SENP7 block	SENP6 block	SENP8 block-2
CC(C)C(OC(=O)CN1C(=O)COc2ccccc21)C(=O)NC1CCCCC1 (stereo not drawn)	-1	3	15	-1	5	4	2	4
O=C(CNC(=O)c1ccc(-c2ccccc2)cc1)Nc1ccc(S(=O)(=O)Nc2ncccn2)cc1	5	-1	-29	-1	3	6	-23	10
O=C(COc1ccccc1)N1CCN(c2ccc([N+](=O)[O-])c(N3CCCCC3)c2)CC1	-6	3	16	17	-2	-2	-10	20
CC[C@]12c3[nH]c4ccccc4c3CCN1C(=O)C(CC(=O)NCC13CC4CC(CC(C4)C1)C3)C[C@@H]2C(=O)N1CCN(C(=O)C2CC2)CC1 (stereo partly drawn)	22	0	-2	0	-7	-8	-30	0

Carrying on.
SMILES	Apaf1 inhib	SENP1 inh	PfGluPho inh	HKDC1 inhibitor	SENP8 block-1	SENP7 block	SENP6 block	SENP8 block-2
O=C(Cn1c(-c2ccccc2)noc1=O)N1CCC(Cc2ccccc2)CC1	0	-1	-6	17	-5	-3	-29	3
COc1ccccc1C(=O)Nc1c(C(=O)N2CCN(C)CC2)oc2ccccc12	-2	2	-12	4	5	1	-8	-14
NC(=O)C1CCCN(C(=O)CCCNC(=O)c2ccc(Cl)cc2)C1 (stereo not drawn)	4	-1	-8	-3	-5	3	-6	6
O=C(NCCCCCCCN1CCCCCCC1)C(C1CCCCC1)C1CCCCC1	x	-1	0	-6	x	x	x	11
COc1cccc(C(=O)Nc2ccc(S(=O)(=O)NCc3ccco3)cc2)c1	12	2	3	-2	-6	13	17	10
CC(=O)Nc1ccc(OCC(O)CN2CCCCC2C)cc1 (stereo not drawn)	-2	0	3	-4	-1	-1	-2	15
COCCCNC(=O)Nc1ccc(F)cc1F	-5	0	-2	-1	-8	10	2	-6
O=C(O)c1ccc(-n2cc(C(=O)c3ccccc3O)cn2)cc1	8	-1	-10	-6	78*	78*	84*	12
Cc1ccccc1N1CCN(C(=S)c2ccc([N+](=O)[O-])cc2)CC1	7	3	9	-4	-8	3	17	25
Cc1cc(C)c2c(-n3cccc3)nn(CC#N)c2n1	-6	0	-7	1	0	-1	0	6
COC(=O)Cn1cc(C(=O)c2cccs2)c2ccccc21	2	0	-1	-1	-4	-7	-8	2
